Screening results from PubChem BioAssay.
EBV gp42 block = inhibitors of Epstein-Barr virus glycoprotein 42 | AID 1085 | Q1HVG2 | Fluorescence polarization binding assay, mP read-out | 220,000 compounds, 0.42% hits | inhibition, % (tested at 21.74 µM); in the data active = inhibition above about 50%
Target sequence (Q1HVG2 whole entry, looked up): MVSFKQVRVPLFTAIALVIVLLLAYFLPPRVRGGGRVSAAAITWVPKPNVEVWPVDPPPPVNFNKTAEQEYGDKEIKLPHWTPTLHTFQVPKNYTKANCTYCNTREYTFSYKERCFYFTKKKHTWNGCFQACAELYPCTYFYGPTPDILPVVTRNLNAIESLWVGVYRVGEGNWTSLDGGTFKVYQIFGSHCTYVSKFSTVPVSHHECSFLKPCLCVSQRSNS
Runt-SMMHC FRET = inhibitors of human RUNX1 Runt domain binding to CBFb-SMMHC; Q01196+Q13951; Cerulean-Runt/Venus-CBFb-SMMHC FRET ratio 530/480, 1 h; inhibition, % at 20 µM; 220,000 compounds, 0.74% hits;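 active = mean inhibition across duplicate retests at 20 µM reaching about 50%, limit read from the data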;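 note: 0% = DMSO wells and 100% = wells with excess untagged CBFb-SMMHC; inhibitors lower the FRET ratio by blocking Runt binding to CBFb-SMMHC; some results filed as inactive read as strong as hits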
RBBP9 inhibitor = human RBBP9 hydrolase inhibition; O75884; recombinant RBBP9, FP-Rh probe fluorescence polarization; inhibition, % at 7.94 µM; 220,000 compounds, 0.2% hits; AID 1515;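 active = inhibition above the campaign mean of all tested compounds plus 3 SD, cut at about 14% in these data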;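 note: plate controls were DMSO wells with RBBP9 for no effect and wells lacking RBBP9 protein for full effect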
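Measured by – fluorescence polarization · Test system – RBBP9 protein · Input – 2.5 µM RBBP9 dispensing solution, before mixing · Measure – percent inhibition from mP, scaled between DMSO and no-protein wells · Benchmarks – DMSO-treated enzyme wells and wells lacking RBBP9 · Times – preincubation 30 min plus labeling 45 min at 25 °C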
NCF1 inh = p47phox (human) inhibition | inhibition, % at 24.7 µM | AID 1274 | p47phox/p22phox peptide binding, fluorescence polarization, 2 h | 220,000 compounds, 0.53% hits | P14598;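 active = inhibition above about 30%, limit read from the data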;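 note: 0% = p47phox with labelled peptide and 100% = labelled peptide alone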
p97 ATPase inh = human p97 ATPase inhibition; P55072; recombinant p97 ATPase, Kinase-Glo ATP luminescence, 3 h; inhibition, % at 8 µM; 220,000 compounds, 0.42% hits; AID 1481; in the data active = inhibition above about 15%;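 note: 0% = DMSO vehicle and 100% = wells lacking enzyme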
Target sequence (P55072 whole entry, looked up): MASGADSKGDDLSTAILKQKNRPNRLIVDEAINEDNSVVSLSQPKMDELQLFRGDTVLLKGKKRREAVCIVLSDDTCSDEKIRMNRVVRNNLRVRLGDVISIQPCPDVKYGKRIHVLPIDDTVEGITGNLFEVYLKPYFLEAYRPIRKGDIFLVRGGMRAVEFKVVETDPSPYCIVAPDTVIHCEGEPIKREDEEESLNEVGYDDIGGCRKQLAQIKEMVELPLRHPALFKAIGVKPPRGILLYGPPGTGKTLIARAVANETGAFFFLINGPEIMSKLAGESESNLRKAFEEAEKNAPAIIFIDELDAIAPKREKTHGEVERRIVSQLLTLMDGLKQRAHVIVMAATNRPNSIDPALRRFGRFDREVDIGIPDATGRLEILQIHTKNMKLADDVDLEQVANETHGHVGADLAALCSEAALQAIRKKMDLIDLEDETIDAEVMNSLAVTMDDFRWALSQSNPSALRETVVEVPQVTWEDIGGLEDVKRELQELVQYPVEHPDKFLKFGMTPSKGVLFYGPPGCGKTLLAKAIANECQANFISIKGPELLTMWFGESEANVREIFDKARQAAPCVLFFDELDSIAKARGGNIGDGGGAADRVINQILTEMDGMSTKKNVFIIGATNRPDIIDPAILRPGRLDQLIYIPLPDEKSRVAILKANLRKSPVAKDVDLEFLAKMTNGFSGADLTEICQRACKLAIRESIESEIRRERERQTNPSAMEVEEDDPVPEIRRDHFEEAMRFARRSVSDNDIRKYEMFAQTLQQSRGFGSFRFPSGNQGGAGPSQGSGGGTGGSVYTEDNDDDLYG
TbHK1 inh = T. brucei hexokinase 1 inhibition | recombinant TbHK1, G6PDH-coupled NADH A340 | inhibition, % at 10 µM | 220,000 compounds, 0.11% hits;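 active = inhibition of 50% or more in the single-dose primary screen; inactive = inhibition below 50%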
Calpain2 inh = calpain II (pig) inhibition | purified calpain II, fluorogenic peptide substrate, 30 min | inhibition, % at 16 µM | 220,000 compounds, 0.37% hits | AID 1236;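 active = inhibition above about 50%, limit read from the data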
Runt-CBFb FRET = Runt domain-CBFb interaction inhibition; 220,000 compounds, 0.46% hits; Q01196+Q13951; inhibition, % at 20 µM; Cerulean-Runt/Venus-CBFb FRET ratio 530/480, 1 h;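 active = inhibition over about 50% at 20 µM in the single-dose screen, limit read from the data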;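 note: 0% = DMSO wells and 100% = excess unlabeled CBFb competitor control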
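System: Cerulean-labeled Runt domain protein | Quantity: 100 nM of each labeled protein | Schedule: 1 h compound exposure, room temperature | Detection: Fluorescence energy transfer, 422 nm excitation, 530/480 nm emission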
Furin inhibitor = inhibitors of human furin. P09958. purified furin, fluorogenic substrate cleavage. inhibition, % at 30 µM. 220,000 compounds, 0.061% hits; in the data active = inhibition above about 25%; note: inactives centre near -15
Numbers without * were called inactive; · = no result given; [ ] = dose if it differs, or a comment.

SMILES	EBV gp42 block	Runt-SMMHC FRET	RBBP9 inhibitor	NCF1 inh	p97 ATPase inh	TbHK1 inh	Calpain2 inh	Runt-CBFb FRET	Furin inhibitor
CC1CCC/C(=N\NC(=O)Nc2ccccc2)C1 (stereo not given)	-1	2	-7	-6	2	0	-6	1	-5
Cc1nnc(SCc2c(Cl)cccc2Cl)s1	-28	1	-6	-7	-7	7	11	-1	-6[20 µM]
CC[N+]1(CC)CC2=Cc3c(ccc4ccccc34)CC2C1 (stereo not given)	-14	-2	-3	-2	5	-14	-22	1	-18[20 µM]
c1coc(CSCc2cn3cccnc3n2)c1	-12	1	2	1	9	-17	-48	2	-25
CC(C)CCNC(=O)CSc1nnc(-c2ccc(S(=O)(=O)N3CCCC3)cc2)n1C	-12	2	3	1	2	-6	6	1	-4[20 µM]
CC1CCN(C(C(=O)Nc2ccc(C(C)C)cc2)c2ccc3c(c2)OCO3)CC1 (stereo not given)	4	-2	-10	3	-7	19	41	-2	-2
COc1ccc(CC2(CO)CCN(Cc3ccc4c(c3)CCO4)CC2)cc1	-15	-2	-1	-5	2	-5	5	1	-29
CCC(=O)NNc1ncnc2c1cnn2-c1cccc(C)c1	-12	-5	-8	-3	1	3	26	0	-11
COc1ccc(OCC(O)Cn2c(Nc3ccccc3)nc3c2c(=O)n(C)c(=O)n3C)cc1 (stereo not given)	0	-4	-4	3	-7	-6	-18	-6	-19
COc1ccc(NC2=NC(C)(CO)CS2)cc1 (stereo not given)	2	2	-7	12	-2	-8	-13	1	-13
c1ccc(CN(Cc2ccccc2)c2ncnc3c2nnn3Cc2ccccc2)cc1	-7	0	5	-7	-4	-17	-6	-2	-16
Cc1ccc(C(=O)C(C)OC(=O)c2n[nH]c(=O)c3ccccc23)cc1 (stereo not given)	-23	-2	-6	-15	-9	-1	20	-1	-4[20 µM]
CCN(CCO)Cc1csc2ccc(Br)cc12	-7	-8	1	-8	-1	-3	21	1	-15[20 µM]
C[C@@H]1CN(C2CCN(Cc3nc(CC4CC4)no3)CC2)C[C@H](C)O1	-16	·	-7	-3	3	6	17	·	-17
CCn1c(CNC(=O)c2ccc(OC)cc2)nnc1SC	-3	0	1	5	-3	-5	-33	2	-23
CCOCCCN1C(=O)CN(C2CCC(C)CC2)C(=O)C1c1ccc(C)cc1 (stereo not given)	-3	-4	-5	8	-3	-2	30	-1	-16
CCc1ccccc1NC(=O)N[C@@H](C)C(=O)OC	-18	0	2	-8	0	4	-1	-2	-18
O=C(NC(=O)c1cccc(F)c1)OC[C@@H]1CCCN2CCCC[C@H]12	-19	1	2	2	1	-9	-12	0	-14
Cn1c(=O)c2ncn(CC(=O)O)c2n(C)c1=O	-8	1	2	-7	8	-6	-12	2	-25
N=c1ccn(Cc2ccc(Cl)c(Cl)c2)cc1	-31	-5	-1	-3	3	-3	-11	1	1[20 µM]
CCCCCn1c(C)c2c(OCC)cccc(=O)c2c1C	-1	-47	-11	-5	-10	-4	-6	0	5
COC(=O)c1ccc(/C=N/N2CCN(Cc3ccccc3)CC2)cc1	8	3	-6	-15	0	-15	5	-1	-21[20 µM]
COc1ccccc1/C=N/N1C(=O)c2cccc3cccc(c23)C1=O	37	2	4	-63	1	-8	-17	1	-24
COc1ccc(OC(C)C(=O)Nc2ccccc2F)cc1 (stereo not given)	-3	2	1	4	-2	1	6	0	-7
O=C(O)CCCCCN1C(=O)/C(=C\c2ccc(-c3ccc(Cl)cc3)o2)SC1=S	25	-90	4	16	0	18	9	29	-9
CCOc1ccccc1NC(=O)Cc1coc2cc(C)ccc12	-9	1	-6	-1	1	1	-17	-2	-25[20 µM]
Cc1cc2cc3c(cc2nc1SCc1ccccn1)OCCO3	-18	-3	-3	9	2	11	-4	-3	-11
O=S1(=O)CCC(NS(=O)(=O)c2cccc3cccnc23)C1 (stereo not given)	-3	0	0	2	10	1	-11	-2	-14[20 µM]
CC/C(O)=C(/C#N)c1nnc2n1CCCCC2	1	-3	-12	-2	1	0	-15	-1	-14[20 µM]
Cc1cccc(/C=N/n2c(-c3ccncc3)n[nH]c2=S)c1	-18	17	-6	1	2	-12	-8	18	-24

A different layout for some results above.
Value order: EBV gp42 block	Runt-SMMHC FRET	RBBP9 inhibitor	NCF1 inh	p97 ATPase inh	TbHK1 inh	Calpain2 inh	Runt-CBFb FRET	Furin inhibitor
> COc1ccccc1/C=N/N1C(=O)c2cccc3cccc(c23)C1=O
 : 37	2	4	-63	1	-8	-17	1	-24
> COc1ccc(OC(C)C(=O)Nc2ccccc2F)cc1 (stereo not given)
 : -3	2	1	4	-2	1	6	0	-7

(list continues)
SMILES	EBV gp42 block	Runt-SMMHC FRET	RBBP9 inhibitor	NCF1 inh	p97 ATPase inh	TbHK1 inh	Calpain2 inh	Runt-CBFb FRET	Furin inhibitor
O=c1cc(CO)occ1OCc1ccccc1	-17	-4	-1	12	1	1	-12	0	-8[20 µM]
S=C(NCC1CCCO1)NC12CC3CC(CC(C3)C1)C2 (stereo not given)	4	-1	-9	2	-1	10	22	-1	-6
CCC(C)NC(=O)CSc1nnc(-c2ccc(C(C)(C)C)cc2)n1C (stereo not given)	-13	3	-3	-11	3	2	-2	-3	-27
CCNc1nc(OCC)nc(N2CCC(Cc3ccccc3)CC2)n1	0	1	-2	-1	1	-3	4	-5	-14
COc1ccc(N2CCN(CC(=O)Nc3cc4c(cc3C(C)=O)OCO4)CC2)cc1	·	·	-11	·	2	2	·	·	-20[20 µM]
CC(C)CCNC(=O)Cc1c(C(=O)O)[nH]c2ccc(Cl)cc12	-11	2	-1	-5	6	5	1	-1	-20[20 µM]
CC(C(=O)NCCC1=CCCCC1)c1ccc([N+](=O)[O-])cc1 (stereo not given)	3	0	-12	3	-6	-2	9	0	-13
CN(CCC1CCCCO1)C(=O)CCc1nnc(CCCCc2ccccc2)o1 (stereo not given)	3	·	-3	1	-5	-6	-8	·	-7
CCN(CC)c1ccc(S(=O)(=O)N2CCOCC2)cc1NC(=O)CN1CCN(Cc2ccccc2)CC1	10	-3	-5	-13	-6	-20	-23	-3	-27
C=CCn1c(SCC(=O)O)nnc1-c1cccc(Cl)c1	-23	-2	0	-1	1	1	-27	1	-22[20 µM]

Just p97 ATPase inh, Runt-SMMHC FRET and RBBP9 inhibitor (3 entries from above):
Compound | p97 ATPase inh | Runt-SMMHC FRET | RBBP9 inhibitor
CCC(C)NC(=O)CSc1nnc(-c2ccc(C(C)(C)C)cc2)n1C (stereo not given) | 3 | 3 | -3
CCNc1nc(OCC)nc(N2CCC(Cc3ccccc3)CC2)n1 | 1 | 1 | -2
COc1ccc(N2CCN(CC(=O)Nc3cc4c(cc3C(C)=O)OCO4)CC2)cc1 | 2 | · | -11

Further structures:
SMILES	EBV gp42 block	Runt-SMMHC FRET	RBBP9 inhibitor	NCF1 inh	p97 ATPase inh	TbHK1 inh	Calpain2 inh	Runt-CBFb FRET	Furin inhibitor
COc1ccc(CC(=O)N(c2ccccc2)c2nc(C)cs2)cc1	1	-1	5	-2	-2	-10	-14	0	2
COc1cc(NC(=S)NC(=O)c2ccc(C)cc2C)ccc1NC(=O)c1cccs1	-13	0	-5	-15	2	-7	-18	4	-12[20 µM]
Cc1ccc2nc(SCc3nc4ccccc4c(=O)[nH]3)[nH]c2c1	-7	3	1	-14	1	-5	-10	-1	-15
COc1ccc(C(=O)Nn2c(SCC(=O)NC3CCCC3)nc3ccccc3c2=O)cc1	-11	-1	-7	-4	-7	6	9	0	-3[20 µM]
O=C(CSc1ccccn1)C12CC3CC(CC(C3)C1)C2	10	0	-4	-2	-1	-1	51*	-2	-15
CCOC(=O)Cn1ncn(-c2ccc(OC(F)(F)F)cc2)c1=O	-5	2	1	-9	7	-3	-16	2	-22
CCOC(=O)c1c(C)[nH]c(C=Nc2ccc(OC)cc2)c1O	-21	-18	-9	-17	-2	-20	-2	-2	-4[20 µM]
Cc1ccnc(NC(=O)c2cc3c(=O)oc4ccc(C)cc4c3s2)c1	-5	-6	-6	24	1	-23	1	-2	-29
CC1(C)C(c2cccs2)=[N+]([O-])C2(CCCCC/C2=N\NC(N)=O)N1O (stereo not given)	-17	-1	-4	-12	5	-1	-3	4	-2[20 µM]
CN1CCN(c2ccc(CNS(=O)(=O)Cc3cccc(C(F)(F)F)c3)cc2)CC1	-4	3	-4	-5	-4	1	19	-3	-16
CCOC(=O)C1=C(Cc2ccc(C)cc2)C(=O)c2ccccc2C1=O	-3	51*	2	30	2	-3	18	50*	-20[20 µM]
Cc1cc(C(F)F)n2ncc(C(=O)N3CCc4ccccc4C3)c2n1	-12	2	-4	-7	-7	-9	-13	-1	-7[20 µM]
COc1ccc(CNC(=O)COC(=O)c2ccc(F)c(S(=O)(=O)N3CCCCC3)c2)cc1OC	-19	-1	-3	-15	5	-2	-6	-2	1
O=c1c2ccccc2oc2ncccc12	-100	2	-7	-11	4	-11	-12	0	-5
Cc1ccc(OC(C)c2nnc(N)s2)cc1Cl (stereo not given)	-20	0	-8	-2	1	-1	1	-1	-11[20 µM]
N#Cc1ccc(-c2ccc(Cl)cc2)nc1Oc1ccc(F)cc1	4	2	-10	7	-1	-11	-14	-1	-5[20 µM]
O=C(CN1CCN(c2ccccc2F)CC1)NC(=O)NCc1ccco1	-6	-5	-6	-19	0	5	-81	-1	-29
COc1ccc(/C=C/C(=O)OCC(=O)N2CC(=O)Nc3ccccc32)cc1S(=O)(=O)N1CCOCC1	-21	1	-7	3	3	3	-114	0	-21
Cc1ccn2c(CNCCn3cccn3)c(C(=O)N3CCCCCC3)nc2c1	-7	-5	2	·	0	-11	-7	0	-22
CN(C)c1ccc(C(=O)OCC(=O)Nc2ccc(S(N)(=O)=O)cc2)cc1	-29	-1	-10	-26	-2	1	-12	-2	-15
S=C(Nc1ccccc1)c1nc2ccccc2s1	-7	-1	-4	0	3	-12	2	0	-5
O=C(CSc1nnc(-c2ccc(Cl)cc2Cl)n1C1CCCCC1)NC1CCS(=O)(=O)C1 (stereo not given)	-17	-2	2	-10	5	-4	11	-2	-9[20 µM]
Cc1cccc(OCCCC(=O)Nc2ccccc2C(F)(F)F)c1	-3	-2	4	-4	8	5	-11	-2	-6[20 µM]
CCOC(=O)N1CCC(NC(=O)c2ccc(NC(=O)C3CCCO3)cc2)CC1 (stereo not given)	-1	0	-2	1	-6	-2	0	0	-22
CC1(C(=O)NCCc2c[nH]c3ccccc23)C=CCN1C(=O)c1ccccc1 (stereo not given)	-19	-3	1	-10	10	-2	0	-3	-8
O=C(/C=C/c1cccc(Br)c1)NCC1CCCCC1	10	-2	-7	-4	-1	2	7	-1	-12
Nc1cccc(C2=Nc3cccc4cccc(c34)N2)c1	4	-7	-5	12	0	-5	29	-1	15
Cc1ccc(OCCCC(=O)Nc2ccc(S(=O)(=O)Nc3cc(C)on3)cc2)cc1	-18	1	-5	-9	-1	12	-42	-3	-17
CC1SCCN1S(=O)(=O)c1ccc2ccccc2c1 (stereo not given)	-10	2	-4	-2	-6	6	5	-2	-15[20 µM]
COc1ccc(/C=N/NC(=O)c2cccc([N+](=O)[O-])c2)cc1O	-4	-1	-4	-12	0	-41	3	2	-20
O=C(CC12CC3CC(CC(C3)C1)C2)N1CCCC1	-6	-4	-4	-7	-3	0	-2	-1	-16[20 µM]
COCCNC(=O)CCn1nc(-c2ccc(Cl)cc2)ccc1=O	-20	0	-7	-12	1	-7	13	2	-24
O=C(Nc1ccc(OC(=O)c2ccncc2)cc1)c1ccncc1	-19	4	-10	-14	1	-4	11	-2	-13
CCN(CC)CCCNc1nc(-c2ccccc2)nc2ccccc12	-15	-3	-11	-8	-1	-5	-16	-2	-22[20 µM]
CCN(CC)c1ccc2c(c1)OC(N)=C(C#N)C2c1cccnc1 (stereo not given)	-48	-194	-9	-70	-7	2	-38	·	-1
